# TexasRed fluor – Total Fluorescence Counterscreen for Inhibitors of the Interaction of Thyroid Hormone Receptor and Steroid Receptor Coregulator 2. TRb/SRC2 Texas Red total fluorescence interference. Potency, µM (top dose mostly 106 µM), without a hit: at the highest dose fluorescence change, negative = quenching. actives 0.29% (n = 280,000). AID 1479, 2009; active = well fitted curve in either direction with a large enough effect; inconclusive = small, poorly fitted or top-dose-only effect
#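 Flags fluorescent or light-absorbing compounds by total fluorescence, S + 2P, at 555 nm excitation and 632 nm emission. Mixture: 20 nM Texas Red SRC2 peptide, 0.6 uM human TRb LBD, 1 uM T3, 5% DMSO; compound exposure 5 h at ambient temperature.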
# GAA inh – qHTS Assay for Inhibitors of Human alpha-Glucosidase as a Potential Chaperone Treatment of Pompe Disease; Lysosomal alpha-glucosidase (Homo sapiens), P10253; purified human GAA, 4-MU-alpha-glucoside fluorescence; Potency, µM (top dose mostly 76.9 µM), inactives show at the highest dose activity change, negative = inhibition, most hits filed as inhibitors; actives 0.005% (n = 200,000);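 also: plate controls were uninhibited enzyme wells for no effect and no-enzyme background for full effect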
#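 qHTS format, compound range up to 77 uM. Human lysosomal enzyme at 4 nM, 400 uM 4-MU glucoside substrate, pH 5.0, 20 min room temperature; fluorescence after alkaline stop gives activity normalized to controls.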
# TRb-SRC2 inh – qHTS for Inhibitors of the Interaction of Thyroid Hormone Receptor and Steroid Receptor Coregulator 2; AID 1469, 2008; Potency, µM (series often up to 106 µM), for inactives: at the highest dose activity change, negative = inhibition, hits mostly inhibitors; Thyroid hormone receptor beta (Homo sapiens), P10828; TRbeta-SRC2 peptide binding, fluorescence polarization; receptor liganded with 1 µM T3; actives 0.065% (n = 280,000);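 also: plate controls were bound peptide for no effect and peptide without receptor for full effect; nearly all actives have a fitted effect of over 50% in size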
# Target sequence (P10828 whole entry, looked up): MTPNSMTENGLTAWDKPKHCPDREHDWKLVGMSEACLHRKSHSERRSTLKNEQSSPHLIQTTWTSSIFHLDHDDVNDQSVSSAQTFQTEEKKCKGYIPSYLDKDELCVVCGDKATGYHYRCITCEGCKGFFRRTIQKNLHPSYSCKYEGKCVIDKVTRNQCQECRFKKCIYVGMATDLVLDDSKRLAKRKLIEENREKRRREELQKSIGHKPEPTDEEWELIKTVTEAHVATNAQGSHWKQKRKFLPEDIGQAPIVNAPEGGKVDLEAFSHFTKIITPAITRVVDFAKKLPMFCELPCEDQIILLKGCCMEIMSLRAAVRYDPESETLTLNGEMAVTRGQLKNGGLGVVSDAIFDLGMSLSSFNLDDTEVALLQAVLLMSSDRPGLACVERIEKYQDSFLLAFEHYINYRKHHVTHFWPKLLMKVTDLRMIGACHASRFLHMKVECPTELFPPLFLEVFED
#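 Polarization signal, normalized between peptide-alone and full complex controls, measured compound effects on T3-liganded human TRb LBD (0.6 uM) binding 20 nM Texas Red SRC2 peptide after 5 hr.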
# L3MBTL1 block – qHTS Assay for the Inhibitors of L3MBTL1 | Lethal(3)malignant brain tumor-like protein 1 (Homo sapiens), Q9Y468 | AlphaScreen L3MBTL1–H3K9me1 peptide binding | Potency, µM (series often up to 57.1 µM), without a hit: at the highest dose activity, negative = inhibition, most hits filed as inhibitors | actives 0.66% (n = 230,000) | AID 485360, 2010; also: nearly all actives have a fitted effect of over 60% in size
#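 First, the protein-peptide complex forms for 30 min at room temperature (L3MBTL1 50 nM, biotinylated H3K9me1 peptide 75 nM). Next, compounds are pin-transferred and incubated 30 min. Finally, AlphaScreen beads are added and read after 30 min.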
# RECQ1 helicase – qHTS Assay for Inhibitors of RecQ-Like Dna Helicase 1 (RECQ1) | ATP-dependent DNA helicase Q1 (Homo sapiens), P46063 | RECQ1 DNA unwinding, red fluorescence kinetic read | Potency, µM (series often up to 57.3 µM), inactives show at the highest dose activity, negative = inhibition, most hits filed as inhibitors | actives 0.54% (n = 240,000) | AID 2549, 2010;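 also: plate controls were vehicle for no effect and no enzyme for full effect; nearly all actives have a fitted effect of over 30% in size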
# Target sequence (P46063 whole entry, looked up): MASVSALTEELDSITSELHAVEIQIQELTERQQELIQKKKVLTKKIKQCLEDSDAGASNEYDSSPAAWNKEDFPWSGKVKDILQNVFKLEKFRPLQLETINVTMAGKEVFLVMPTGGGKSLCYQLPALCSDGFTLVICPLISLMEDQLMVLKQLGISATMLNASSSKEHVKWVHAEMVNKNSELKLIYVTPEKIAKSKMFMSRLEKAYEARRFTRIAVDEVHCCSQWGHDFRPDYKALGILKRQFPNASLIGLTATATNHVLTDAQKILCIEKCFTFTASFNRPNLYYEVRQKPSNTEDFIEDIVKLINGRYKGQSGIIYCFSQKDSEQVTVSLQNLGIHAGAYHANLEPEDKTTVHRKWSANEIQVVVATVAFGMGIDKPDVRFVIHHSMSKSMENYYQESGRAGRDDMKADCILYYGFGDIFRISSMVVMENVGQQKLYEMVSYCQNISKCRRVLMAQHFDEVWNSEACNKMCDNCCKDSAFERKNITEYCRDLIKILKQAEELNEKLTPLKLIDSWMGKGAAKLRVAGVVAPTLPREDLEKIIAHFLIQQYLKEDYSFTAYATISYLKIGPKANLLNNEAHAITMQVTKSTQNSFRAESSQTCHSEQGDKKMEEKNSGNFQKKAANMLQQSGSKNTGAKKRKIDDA
#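 RECQ1T1 50 nM; forked duplex (20 bp + 30-nt ss tails) 200 nM, ATP 2 mM final; pH 8.0, 2 mM MgCl2, 2.5 ug/ml poly(dI-dC); 15 min compound preincubation; discontinuous kinetic read over 2 h at RT.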
# GAA glycogen mod – qHTS Assay for Inhibitors and Activators of Human alpha-Glucosidase Cleavage of Glycogen; Lysosomal alpha-glucosidase (Homo sapiens), P10253; recombinant GAA, glycogen substrate, Amplex Red glucose oxidase fluorescence; Potency, µM (top dose mostly 76.4 µM), for the others: at the top dose activity change, negative = inhibition, usual class: inhibitors; actives 0.38% (n = 300,000); AID 2100, 2009;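 also: 0% = full enzyme reaction and -100% = no-enzyme basal signal; the screen sought inhibitors and activators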
#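 qHTS, 1536-well; enzyme 4 nM final; cpd up to 77 uM; substrate bovine liver glycogen 30 ug; 50 mM citrate/phosphate pH 5.0, 0.01% Tween-20; 37 C, 40 min; Amplex Red detection 45 min RT; Hill fit → AC50.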
# aGlu spleen mod – qHTS Assay for Inhibitors and Activators of Human alpha-Glucosidase From Spleen Homogenate; Lysosomal alpha-glucosidase (Homo sapiens), P10253; human spleen homogenate, 4-MU-alpha-glucoside fluorescence; Potency, µM (series often up to 79.9 µM), inactives show at the top dose activity change, negative = inhibition, usual class: inhibitors; actives 0.006% (n = 240,000); AID 2112, 2009;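 also: 0% = enzyme with vehicle and -100% = no enzyme basal signal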
#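 Enzyme source: human spleen homogenate, 1 ug/well. Buffer 50 mM citric acid/K phosphate pH 5.0, 0.01% Tween-20. 4-MU-alpha-glucoside 1 mM; 37 C x 40 min; NaOH/glycine stop; fluorescence.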
# GoLoco inh red – qHTS Assay for Inhibitors of RGS12 GoLoco Motif Activity (Red Fluorophore); Gai1:RGS12 GoLoco peptide FP, rhodamine, 10 min; Potency, µM (titrated, usually from 61.6 µM), for the others: at the highest dose activity, negative = inhibition, actives largely listed as inhibitors; actives 0.44% (n = 230,000); Guanine nucleotide-binding protein G(i) subunit alpha-1 (Homo sapiens), P63096; AID 880, 2007; active = well fitted inhibition curve with a large enough effect, not every such curve was filed as active; inactive = no such curve, though single readings can be large or run the other way; also: nearly all actives have a fitted effect of over 30% in size; many of its hits are not listed in these tables
# Active calls of the source: *; i = inactive; ? = inconclusive; . = not tested or not shown; & = joins results of further samples; [ ] = another dose, or the depositor's remark. Unless noted, calls follow the shape of the dose curve; as a rule, active = well fitted curve in the direction sought with a large enough effect; inconclusive = small, poorly fitted or top-dose-only effect, or another doubt; inactive = no such curve, though single readings can be large; an effect the other way counts as inactive or inconclusive. Unless noted, % is scaled to controls: 0 for no effect and ±100 for the full control effect; potency is read from the fitted curve at half-maximal effect. These rows are one share of the data; the hit share may differ from the screen's.
# Below each compound – RECQ1 helicase	GoLoco inh red	TexasRed fluor	GAA glycogen mod	aGlu spleen mod	L3MBTL1 block	TRb-SRC2 inh	GAA inh
CC(OC(=O)CCC(=O)c1cccs1)C(=O)Nc1ccc(Cl)cn1 (stereo not drawn)
  -1%	0%	0%	12%	-2%	2%	10%	4%
Cc1ccc(Nc2ncccc2C(N)=O)cc1
  12%	-3%	-3%	8%	-3%	-5%	0%	-1%
CCOc1ncccc1C(=O)OCC(=O)Nc1ccc(C)c(S(=O)(=O)N2CCOCC2)c1
  -2%	.	-6%	8%	-2%	-8%	-4%	-29%
COCCSc1nnc(NC(=O)C2CC(=O)N(c3ccc(Cl)cc3)C2)s1 (stereo not drawn)
  -3%	1%	-3%	0%	-12%	.	1%	-3%
Cc1cccc(C)c1NC(=O)C1(N(Cc2ccco2)C(=O)CC2NC(=O)NC2=O)CCCC1 (stereo not drawn)
  i	1%	1%	9%	2%	-2%	-8%	3%
Cc1ccc(-c2noc(CCC(=O)NCCCN3CCN(c4ccc(F)cc4)CC3)n2)cc1
  -7%	3%	-6%	5%	2%	1%	-2%	0%
O=C(CN1CCN(Cc2ccccc2)CC1)N/N=C/c1c[nH]c2ccccc12
  -4%	6%	-3%	-6%	4%	-4%	-2%	-2%
COc1ccc(N=C2SC(CC(=O)Nc3cccc(Cl)c3)C(=O)N2Cc2ccco2)cc1 (stereo not drawn)
  -13%	7%	-1%[53 µM]	9%	-11%	-15%	-5%[53 µM]	?
CN(C)c1ccc(C(=O)c2ccc(N(C)C)c3ccccc23)cc1
  -8%	2%	-1%	-1%	3%	-21%	-4%	-8%
COc1ccccc1C(=O)OCc1nc(N)nc(Nc2ccccc2C)n1
  0%	4%	-2%	-3%	-17%	8%	-1%	1%
COc1ccc(S(=O)(=O)NCC2CCCN(C(=O)c3ccco3)C2)cc1 (stereo not drawn)
  -1%	9%	-1%	2%	-2%	-6%	4%	4%
N[C@H](C(=O)O)[C@H]1C[C@@H]1C(=O)O
  -3%	11%&1%	1%&-3%	.	-10%&9%	.	-3%&-3%	.
OC(C#CCN1CCCCC1)c1ccccc1 (stereo not drawn)
  -12%	1%	-1%	2%	5%	2%	-3%	-4%
Oc1sc(C=Nc2ccc(F)cc2)c2ccccc12
  -3%	-5%	-6%	?	-7%	2%	-7%	4%
COc1ccc2c(c1)C1NC(=S)NC(C)(O2)C1C(=O)Nc1ccc(C)cc1C (stereo not drawn)
  -9%	2%	0%	-6%	6%	-11%	1%	1%
CC1=CC(C)(C)NC(=S)N1c1cc(C)cc(C)c1
  -4%	-5%	-5%	-2%	-5%	.	1%	5%
FC(F)(F)c1ccc2c(c1)NCC1CCCN21 (stereo not drawn)
  i	1%	-3%	6.3µM*	5%	-7%	3%	3%
CCN(CC)S(=O)(=O)c1ccc(/C=C/C(=O)Nc2ccc(N3CCOCC3)cc2)cc1
  -12%	2%	-4%	0%	4%	-27%	-3%	.
CCn1c2c(c3cc(Cl)ccc31)CCCC2=O
  -2%	-3%	-5%	-4%	-12%	.	1%	-5%
Cc1cccc(C)c1OCC(=O)Nc1cccc(-c2nnc(-c3ccccc3)o2)c1
  i	.	-5%	0%	1%	0%	2%	0%

# (listing goes on)
# Below each compound – RECQ1 helicase	GoLoco inh red	TexasRed fluor	GAA glycogen mod	aGlu spleen mod	L3MBTL1 block	TRb-SRC2 inh	GAA inh
COCCCN1C(=O)C(=O)/C(=C(/O)c2ccc(C)cc2)C1/C=C/c1ccccc1 (stereo not drawn)
  -5%	2%	-2%	4%	-8%	8%	-1%	2%
c1ccc(-c2ccc(OCCCn3cncn3)cc2)cc1
  0%	4%	-8%	9%	0%	.	-7%	-1%
Cc1cc(N2CCN(c3ccccc3)CC2)nc(NCc2ccccc2)n1
  -14%	4%	0%	-6%	-2%	-26%	-1%	-11%
CCN1CCN(CCNC(=O)c2ccc(/C=C3/Sc4ccccc4N(Cc4ccccc4C)C3=O)cc2)CC1
  -9%	-12%	0%	-1%	0%	.	0%	?
CCOC(=O)c1sc2ncn(/N=C/c3cccnc3)c(=O)c2c1C
  11%	3%	1%	-1%	1%	.	-18%	-1%
COc1cccc(C2=NO[C@@H]3C(=O)N(Cc4ccccc4)C(=O)[C@H]23)c1OC
  14%	11%	-1%	?	9%	-6%	-6%	-1%
COC(=O)/C=C/c1cc(O)ccc1O
  i	2.8µM*	-4%	.	-5%	.	8%	.
CCOC(=O)/C=C/C(=O)OCC(=O)Nc1ccc(C)cc1
  -3%	4%	1%	4%	3%	0%	-2%	1%
O=C(O)/C(=C\c1ccc(-c2ccc(F)cc2)o1)c1ccccc1
  -14%	13%	-1%	1%	-2%	-20%	3%	9%
O=C(c1oc2ccccc2c1CSCc1ccccc1)N1CCN(c2ncccn2)CC1
  -13%	4%	1%	-7%	-14%	-7%	-8%	-2%
CCOC(=O)/C=C/C(=O)Nc1ccc(S(=O)(=O)N2CCCCCC2)cc1
  -14%	28%	0%	-4%	4%	1%	-24%	?
O=C(Cn1c(SCC(=O)N2CCc3ccccc3C2)nc2ccccc21)NC1CCCC1
  -1%	-5%	1%	-1%	-5%	-4%	1%	6%
CC(C)CC1(C(=O)NCc2cc(F)cc(C(F)(F)F)c2)C=CCN1C(=O)c1ccccc1 (stereo not drawn)
  -10%	3%	0%	0%	-1%	3%	-4%	0%
CCc1nc2ccccc2c(=O)n1NCCc1ccccc1
  i	6%	2%	-7%	-2%	13%	-3%	-1%
Cc1ccc(CNc2oc(C)nc2C#N)cc1
  i	.	-2%	-4%	3%	2%	1%	-3%
COc1ccc2oc(C(=O)NCCC(C)C)c(C)c2c1
  -3%	5%	1%	-1%	9%	36%[activator]	3%	-4%
C=CCNC(=S)NNC(=O)C(CCC(C)C)CC(C)(C)O (stereo not drawn)
  -11%	0%	-1%	28%	-6%	.	0%	-1%
Cc1cc(-n2c(C)cc(C(=O)CN3C(=O)NC4(CCCCC4)C3=O)c2C)no1
  -3%	16%	-6%	6%	4%	-12%	-6%	?
Cc1ccc(CSc2nnc(CS(=O)Cc3ccc(Cl)cc3Cl)n2C)cc1 (stereo not drawn)
  -8%	-4%	-3%	-9%	1%	3%	0%	-10%
CCOCCCNC(=S)N1CCCN(c2nc3cc(C)cc(C)c3cc2C#N)CC1
  -8%	25%	-2%	11%	0%	41%[activator]	0%	12%

# Further entries
# Below each compound – RECQ1 helicase	GoLoco inh red	TexasRed fluor	GAA glycogen mod	aGlu spleen mod	L3MBTL1 block	TRb-SRC2 inh	GAA inh
OC[C@@H]1O[C@@H](n2cnc3c(N[C@H]4CCC[C@@H]4O)ncnc32)[C@H](O)[C@H]1O
  -10%	3%	1%	.	14%	.	-9%	.
CCOC(=O)c1ccc(-n2c(N)c(C(=O)NCC3CCCO3)sc2=S)cc1 (stereo not drawn)
  -11%	-6%	-2%	-4%	-19%	-9%	-24%	-5%
CC1CCc2c(C(=O)NCc3cccnc3)csc2C1 (stereo not drawn)
  -4%	24%	-2%	14%	-5%	6%	12%	-8%
CCOC(=O)c1c(-c2ccc(C)cc2)csc1/N=C/N(C)C
  i	-6%	-1%	1%	.	1%	8%	-11%
COC(=O)[C@@H](NC(=O)Nc1ccc(S(N)(=O)=O)cc1)C(C)C
  6%	-15%	-3%	6%	8%	-4%	-5%	-8%
CCOC(=O)CSc1nnc(CNC(=O)c2ccc([N+](=O)[O-])cc2)n1C
  -2%	4%	-2%	9%	.	6%	-2%	-10%

# Arranged by molar mass (lowest first): some entries from above.
# Below each compound – RECQ1 helicase	GoLoco inh red	TexasRed fluor	GAA glycogen mod	aGlu spleen mod	L3MBTL1 block	TRb-SRC2 inh	GAA inh
CCc1nc2ccccc2c(=O)n1NCCc1ccccc1
  i	6%	2%	-7%	-2%	13%	-3%	-1%
COCCSc1nnc(NC(=O)C2CC(=O)N(c3ccc(Cl)cc3)C2)s1 (stereo not drawn)
  -3%	1%	-3%	0%	-12%	.	1%	-3%
CCN1CCN(CCNC(=O)c2ccc(/C=C3/Sc4ccccc4N(Cc4ccccc4C)C3=O)cc2)CC1
  -9%	-12%	0%	-1%	0%	.	0%	?

# Some of the entries above, set out differently.
SMILES | RECQ1 helicase | GoLoco inh red | TexasRed fluor | GAA glycogen mod | aGlu spleen mod | L3MBTL1 block | TRb-SRC2 inh | GAA inh
OC[C@@H]1O[C@@H](n2cnc3c(N[C@H]4CCC[C@@H]4O)ncnc32)[C@H](O)[C@H]1O | -10% | 3% | 1% | . | 14% | . | -9% | .
CCOC(=O)c1ccc(-n2c(N)c(C(=O)NCC3CCCO3)sc2=S)cc1 (stereo not drawn) | -11% | -6% | -2% | -4% | -19% | -9% | -24% | -5%
CC1CCc2c(C(=O)NCc3cccnc3)csc2C1 (stereo not drawn) | -4% | 24% | -2% | 14% | -5% | 6% | 12% | -8%
CCOC(=O)c1c(-c2ccc(C)cc2)csc1/N=C/N(C)C | i | -6% | -1% | 1% | . | 1% | 8% | -11%
COC(=O)[C@@H](NC(=O)Nc1ccc(S(N)(=O)=O)cc1)C(C)C | 6% | -15% | -3% | 6% | 8% | -4% | -5% | -8%

# Compound activity as filed in PubChem.
